Screening results as filed in PubChem.
Anthrax LF prot – inhibitors of Bacillus anthracis lethal factor protease; multiplex microsphere protease cleavage assay, LF; AID 588501; inhibition, % at 10 µM; 360,000 compounds, 0.12% hits; P15917; further: plate controls were buffer without enzyme for full effect and enzyme alone for no effect
Target sequence (P15917 whole entry, looked up): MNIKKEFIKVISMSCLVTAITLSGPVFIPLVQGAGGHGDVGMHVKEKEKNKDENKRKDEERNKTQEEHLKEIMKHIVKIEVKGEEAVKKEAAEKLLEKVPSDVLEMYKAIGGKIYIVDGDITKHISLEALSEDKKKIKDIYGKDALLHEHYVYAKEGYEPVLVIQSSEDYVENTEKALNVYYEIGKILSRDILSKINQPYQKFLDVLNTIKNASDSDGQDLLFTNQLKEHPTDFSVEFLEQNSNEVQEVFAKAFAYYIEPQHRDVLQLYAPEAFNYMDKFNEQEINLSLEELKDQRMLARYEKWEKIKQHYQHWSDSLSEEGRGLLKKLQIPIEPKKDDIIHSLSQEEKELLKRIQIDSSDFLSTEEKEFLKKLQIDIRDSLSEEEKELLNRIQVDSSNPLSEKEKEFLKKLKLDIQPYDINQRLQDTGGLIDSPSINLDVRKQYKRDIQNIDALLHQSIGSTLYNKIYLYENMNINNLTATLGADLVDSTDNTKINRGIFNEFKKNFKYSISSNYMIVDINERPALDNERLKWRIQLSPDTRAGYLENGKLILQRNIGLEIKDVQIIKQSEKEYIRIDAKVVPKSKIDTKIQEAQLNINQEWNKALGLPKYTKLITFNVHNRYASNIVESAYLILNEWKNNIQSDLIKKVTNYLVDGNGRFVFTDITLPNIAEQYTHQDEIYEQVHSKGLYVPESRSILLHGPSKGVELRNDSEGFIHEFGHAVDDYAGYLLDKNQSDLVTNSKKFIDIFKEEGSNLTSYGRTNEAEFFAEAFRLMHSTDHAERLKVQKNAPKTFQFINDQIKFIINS
SSB-PriA inh – blocks PriA binding to SSB C-terminal tail; AlphaScreen SSBct-PriA binding, biotinylated peptide; inhibition, % at 33 µM; 430,000 compounds, 0.6% hits; in the data active means inhibition mostly above about 37%, no sharp cut-off; inactive means mostly below about 20%;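 further: plate controls were negative control peptide for no effect and reference peptide for full effect; strong numbers were not always called active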
SARS 3CLpro inh – SARS-CoV 3CLpro protease inhibition; P0C6X7; recombinant SARS-CoV 3CLpro, quenched FRET peptide cleavage; inhibition, % at 6 µM; 290,000 compounds, 0.14% hits; AID 1706; in the data active means inhibition above about 12%
Yp Topo-I inh – Y. pestis Topo-I inhibition via cleavage products | Y. pestis Topo-I cleavage product accumulation, plate reader | activity, % at 10 µM | 360,000 compounds, 0.064% hits; in the data active means activity above about 50%, passing the limit was not always enough; inconclusive means no clear call, values can overlap the other calls; further: inactives centre near 2
VHR inh abs – inhibitors of human VHR1 phosphatase (DUSP3); recombinant VHR phosphatase, pNPP absorbance; inhibition, % at 13.3 µM; 290,000 compounds, 0.52% hits; AID 1654; in the data active means inhibition above about 50%; further: some compounds called inactive have numbers as strong as hits
Target sequence (P51452 whole entry, looked up): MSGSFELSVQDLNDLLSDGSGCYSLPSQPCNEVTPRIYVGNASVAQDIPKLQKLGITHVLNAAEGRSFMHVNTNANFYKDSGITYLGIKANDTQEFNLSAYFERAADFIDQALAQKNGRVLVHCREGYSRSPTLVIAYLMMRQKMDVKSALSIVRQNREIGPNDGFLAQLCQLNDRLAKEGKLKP
TcdB inh – blocks C. difficile toxin B glycohydrolase activity | AID 652162 | TcdB glycohydrolase enzymatic assay, plate reader | P18177 | 350,000 compounds, 0.24% hits | inhibition, % at 9.99 µM; in the data active means inhibition above about 10%
CCHF vOTU inh – blocks the CCHF virus ovarian tumor domain protease; CCHFV vOTU protease, Pep-AMC fluorescence; inhibition, % at 11.5 µM; 370,000 compounds, 0.55% hits; AID 651958; in the data active means inhibition above about 30%; further: 0% = vehicle wells with enzyme and 100% = no enzyme wells
PfHsp40 rescue – rescue of PfHsp40-mediated yeast toxicity; 340,000 compounds, 0.68% hits; S. cerevisiae expressing PfHsp40, growth rescue, ATP luminescence; growth rescue, % at 12.5 µM; in the data active means growth rescue above about 28%, passing the limit was not always enough; inconclusive means no clear call, values can overlap the other calls;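 further: yeast W303a lacking pdr1 and pdr3 grown in galactose medium; growth measured after three days at 30 °C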
BoNT-A LC inh2 – BoNT A light chain protease inhibition; AID 588499; 360,000 compounds, 0.17% hits; multiplex microsphere protease substrate cleavage, flow cytometry; inhibition, % at 10 µM; further: plate controls were buffer without enzyme for full effect and enzyme alone for no effect
BH1578 lux ind – inducers of Vibrio cholerae quorum light production without autoinducers; AID 588436; V. cholerae BH1578 lux reporter, luminescence, 6 h; 350,000 compounds, 0.16% hits; activation, % at 18.7 µM; in the data active means activation mostly above about 9.7%, no sharp cut-off; inconclusive means no clear call, values can overlap the other calls; inactive means mostly below about 3.7%; further: not every result past the cut was called active; inactives centre near 0; reference of the scale not given here
* = called active by the depositor; i = inactive; ? = inconclusive; · = no result given; & = joins results of further samples. Unless noted, no stated cut-off is given here; in the data, active means inhibition above about 30%; inconclusive means no clear call, values can overlap the other calls; inactive means below that.

mol	Anthrax LF prot	SSB-PriA inh	SARS 3CLpro inh	Yp Topo-I inh	VHR inh abs	TcdB inh	CCHF vOTU inh	PfHsp40 rescue	BoNT-A LC inh2	BH1578 lux ind
CC(C)Nc1nc(NC(C)C)nc(Nn2cnnc2)n1	4	-11	2	2	27	-0.8	-10	-1.9	-0.1	-0.5
Cc1cccc(C(=O)OCc2cnc(Cl)s2)c1	-8	-60	4	-3	-1	·	10	-1.0	0.6	-1.4
COc1ccc(C)cc1S(=O)(=O)Nc1ccncc1	-5	-6	0	1	3	0.1	19	0.1	-0.2	2.9
CCOC(=O)C1CCCN(c2nc3ccccc3nc2C(C#N)C(=O)OC(C)COC)C1 (stereo not drawn)	3	-24	4	38	13	1.4	-1	1.2	8.1	-0.4
Cc1[nH]n(-c2ccccc2)c(=O)c1CCO	10	-12	-2	-1	18	-0.6	-2	-1.0	-1.2	-0.3
Cc1cc(NS(=O)(=O)c2ccc(NC(=O)COc3ccc(C#N)cc3)cc2)nc(C)n1	-4	3	·	-9	·	0.1	-1	-0.6	-0.4	-0.7
CC(C)C(NC(=O)c1ccc(Cl)cc1Cl)C(=O)N1CCC1 (stereo not drawn)	-3	4	·	-7	·	-7.9	-10	0.1	-0.1	-2.7
CCOCCCNC(=O)c1c[nH]c2cc(OC)ccc2c1=O	-2	-2	1	-5	1	-0.1	-12	-0.5	-0.5	-0.6
OC(c1ccccc1)c1nc(-c2cc3ccccc3o2)cs1 (stereo not drawn)	-4	·	·	9	·	0.7	10	·	0.3	-0.5
Cc1cc(OC(F)F)ccc1NC(=S)NC1CCCC1	-4	-2	-1	5	18	1.3	5	-0.1	1.3	-1.3
NS(=O)(=O)c1ccc(CCNC(=O)CN2C(=O)c3ccccc3S2(=O)=O)cc1	-3	-8&-13	·	-11	·	4.4	-1	0.4	-2.4	i
O=C(CCN1C(=O)/C(=C/c2ccc(F)cc2)SC1=S)NC1CCS(=O)(=O)C1 (stereo not drawn)	-3	4	3	-6	-14	1.3	-10	0.5	-1.8	i

Continuation.
mol	Anthrax LF prot	SSB-PriA inh	SARS 3CLpro inh	Yp Topo-I inh	VHR inh abs	TcdB inh	CCHF vOTU inh	PfHsp40 rescue	BoNT-A LC inh2	BH1578 lux ind
Cc1ccc(C)c(NC(=O)CN(C)C(=O)Cn2c(=O)oc3ccccc32)c1	6	-10	·	-10	·	0.4	5	0.0	1.5	-2.9
C=C(C)[C@@H]1CC[C@]2(C(=O)O)CC[C@]3(C)C(CCC4[C@@]5(C)CC[C@H](O)C(C)(C)C5CC[C@]43C)C12 (stereo partly drawn)	1	-17	3	18	0	-9.9	11	-1.4	-1.0	-0.4
Cc1nnc(N(C)C(=O)c2cccnc2)s1	-3	-11	0	4	-2	·	0	-1.1	-0.2	4.8
CCn1c(=O)n(CC(=O)NCc2ccco2)c(=O)c2ccccc21	0	-9	3	4	3	·	6	-1.0	-0.7	-3.2
CC(=O)c1ccccc1OC(=O)CCN1C(=O)c2ccccc2C1=O	0	0	0	-5	22	-0.5	-8	-0.8	-0.7	-0.2
Cc1ccc(N2CCN(S(=O)(=O)N3CCCCCC3)CC2)cc1Cl	-4	-6	0	6	43	1.8	4	-1.5	2.3	i
Cc1ccc(NC(=O)NNC(=O)c2ccccc2)cc1	-6	-10	-4	-5	22	2.1	2	-0.1	-0.4	-0.8
CCOC(=O)c1c(NC(=O)CSc2nc3ccccc3c(=O)n2-c2ccc(F)cc2)sc(C(C)=O)c1C	-1	2	6	-1	4	·	1	0.2	-0.1	0.8
CC(=O)Nc1ccc(NC(=O)CSc2nc(C)nc3sc(C)c(C)c23)cc1	0	-10	2	-3	7	-1.1	6	0.0	0.4	-1.4
CO/N=C/NC(=O)NOCc1ccc(Cl)cc1Cl	-3	i	0	6	7	·	2	0.1	-0.4	-5.6
Cc1ccccc1OCC(=O)Nc1ccccc1N1CCC(C)CC1	-12	-4	4	5	12	1.5	2	1.8	0.3	-0.2
COc1ccc(CNC(=O)CN(C(=O)c2snc(C(N)=O)c2N)c2ccc(F)cc2)cc1	-2	4	2	17	7	-0.4	-23	0.8	-0.1	-0.4

(cont.)
mol	Anthrax LF prot	SSB-PriA inh	SARS 3CLpro inh	Yp Topo-I inh	VHR inh abs	TcdB inh	CCHF vOTU inh	PfHsp40 rescue	BoNT-A LC inh2	BH1578 lux ind
COc1ccc(NC(=O)COC(=O)Cc2c[nH]c3ccccc23)cc1Cl	0	5	·	1	·	-0.6	4	-0.7	0.6	-0.8
Cc1ccc(S(=O)(=O)NCC(=O)OCC(=O)c2ccc(S(=O)(=O)N3CCCCC3)cc2)cc1C	5	0	·	9	·	-1.6	8	-0.1	0.6	i
CC(C)c1ccc(C(C)NC(=O)C2CCCC2)cc1 (stereo not drawn)	-19	8	-10	7	34	1.0	10	-0.5	-0.8	i
Cc1ccc(NC(=O)C(OC(=O)c2cnc(C)cn2)c2ccccc2)c([N+](=O)[O-])c1 (stereo not drawn)	3	8	-1	9	24	1.0	16	0.1	-1.2	-0.1
O=c1[nH]c(NNC(=S)NC2CCCCC2)nc2c1C1(CCCC1)Cc1ccccc1-2	·	-3	-3	-9	3	1.0	-5	1.1	·	-0.1
Cc1cc(C(=O)NNC(=O)CN2C(=O)NC(C)(c3ccccc3)C2=O)c(C)o1 (stereo not drawn)	-1	0	·	-9	·	0.4	2	-1.9	1.1	i
Nc1ccccc1N1C(=O)c2cccc3cccc(c23)C1=O	-2	-4	·	-2	·	-0.7	14	·	-0.6	-0.8
COc1ccc(/C=C2\CCc3c2nc2ccccc2c3C(=O)O)cc1OC	-10	-10	-5	-17	1	0.2	-5	0.6	-0.7	i
Cc1ccc(CNC(=O)Cn2c(=O)oc3ccccc32)o1	-1	-10	1	5	28	·	0	-0.8	-0.7	-5.6
CCCCCn1nc(C(=O)OCC(=O)c2c(N)n(C)c(=O)n(C)c2=O)c2ccccc2c1=O	6	-10	-2	19	6	-0.3	26	1.0	-0.1	i
CSCC[C@H](NC(=O)Nc1ccccc1C)C(=O)O	8	8	3	7	13	0.8	-10	-1.1	-1.1	-0.2
COc1ccc(-n2c(SCC(=O)NCC3CCCO3)nc3c(c2=O)SCC3)cc1 (stereo not drawn)	-2	12	9	5	10	2.3	10	-0.3	0.4	0.8

Next structures follow.
mol	Anthrax LF prot	SSB-PriA inh	SARS 3CLpro inh	Yp Topo-I inh	VHR inh abs	TcdB inh	CCHF vOTU inh	PfHsp40 rescue	BoNT-A LC inh2	BH1578 lux ind
COc1cc(OC)c(C2C(C(=O)Nc3ccc(C)cc3C)=C(C)Nc3ncnn32)cc1OC (stereo not drawn)	-3	-2	2	-6	19	·	-10	0.1	-0.2	i
CC(=NCCC1=CCCCC1)c1c(O)n(C)c(=O)n(C)c1=O	1	-5	1	1	3	·	-5	1.0	0.3	-1.7
CN(C(=O)c1ccccc1C(=O)OCC(=O)c1ccc(Br)cc1)c1ccccc1	-2	-4	·	35	·	-1.1	-2	0.6	-4.5	i
COc1ccccc1CNc1nc(-c2cc(C)n(C)c2C)cs1	-24	-4	0	-27	18	·	·	0.3	11	-1.3
CCCCNC(=NCc1cccc(C(F)(F)F)c1)Nc1ccccc1	-4	3	-1	-11	22	0.4	7	-0.7	3.8	-0.6
CCN(CCn1cccn1)C(=O)C1CCC(=O)N(CCc2cccc(F)c2)C1 (stereo not drawn)	0	-6	-1	3	-6	0.3	24	1.0	-0.8	0.7
COc1ccccc1OCC(=O)NCC(c1cccs1)N1CCOCC1 (stereo not drawn)	0	5	4	-11	24	-0.4	15	0.1	0.5	-0.8
CCn1ncc(Cl)c1C(=O)Nc1ccc2c(c1)CCC2	0	·	-1	16	14	-6.9	11	2.5	1.2	-0.2
CCOC(=O)C1=CCN(S(=O)(=O)c2cccc(Cl)c2)C1c1cccc(F)c1 (stereo not drawn)	-11	·	·	·	·	2.3	3	·	-1.4	·
Cc1ccc(S(=O)(=O)/N=C(/Sc2ccccc2C(=O)O)c2ccccc2)cc1	0	·	1	3	-12	0.7	13	-1.4	1.4	i
Nc1c(C(=O)Nc2cccc(F)c2)nnn1-c1cccc(C(F)(F)F)c1	0	-3	0	-7	13	0.1	4	-0.1	0.0	i
COc1cc(C(=O)O)c2ccccc2n1	-16	-14&8	1	-3	26	1.1	-2	-0.2	-0.7	i

New compounds follow:
mol	Anthrax LF prot	SSB-PriA inh	SARS 3CLpro inh	Yp Topo-I inh	VHR inh abs	TcdB inh	CCHF vOTU inh	PfHsp40 rescue	BoNT-A LC inh2	BH1578 lux ind
COc1ccc(C2CC(=O)c3cnc(NC(=O)c4ccccc4)nc3C2)c(OC)c1 (stereo not drawn)	4	-4	0	3	36	·	-8	13	-0.8	i
O=C(Nc1ccc(Cl)cc1Cl)c1ccc2c(c1)OCCO2	0	-2	·	6	·	-2.0	5	0.5	-0.2	2.5
COc1ccc2nc(N3C(=O)CC(Cc4ccc(Cl)cc4)C3=O)sc2c1 (stereo not drawn)	0	12	5	-2	24	-0.7	10	0.2	-0.2	i
Cc1ccc(N2C(=NC(=O)c3ccccc3)SC3CS(=O)(=O)CC32)cc1 (stereo not drawn)	2	-3	3	11	6	0.4	9	0.2	-1.7	-9.8
Cc1occc1C(=O)Nc1sc2c(c1C(N)=O)CCCCC2	-2	-13	3	6	11	·	7	3.3	0.7	i
C[C@]12c3[nH]c4cc(-c5ccco5)ccc4c3CCN1C(=O)[C@@H](CC(=O)NCc1cccc(C(F)(F)F)c1)C[C@@H]2C(=O)N1CCOCC1	-6	-2	·	2	·	2.2	-13	-0.9	0.0	-0.4
Cc1cc2c(NC(=O)Nc3ccc(F)cc3)cccc2nn1	?	-6	-6	-11	36	-0.3	-4	-1.0	7.1	-0.5
CN(C)C(=O)c1sccc1Oc1ccc(F)cc1[N+](=O)[O-]	-6	-8	3	4	12	-0.7	1	-0.4	0.9	3.1
Clc1cccc(-c2cc3nc(NCCOc4ccccc4)ccn3n2)c1	-10	·	·	0	·	0.0	12	·	0.4	-0.2
O=c1c2ccccc2cnn1-c1ccc(Cl)cc1	1	-20	-3	8	25	·	-3	-0.3	-0.5	3.8
CC1(C(=O)NCc2ccco2)Cc2c(-c3cccc(C(N)=O)c3)ccnc2O1 (stereo not drawn)	-4	·	·	3	·	-3.0	17	·	-0.5	-0.5
COc1ccccc1CNC(=O)CCCC(=O)n1ncc2cc(C)ccc21	-6	-10	-4	6	13	0.6	10	0.2	-0.6	-0.2

More structures follow:
mol	Anthrax LF prot	SSB-PriA inh	SARS 3CLpro inh	Yp Topo-I inh	VHR inh abs	TcdB inh	CCHF vOTU inh	PfHsp40 rescue	BoNT-A LC inh2	BH1578 lux ind
Cc1cccc(C(=O)/C=C2/c3ccccc3CC(C)(C)N2C)c1	-2	9	-1	25	9	1.1	·	0.5	0.1	-0.4
CC(=O)OCc1cc(-c2nc3ccccc3[nH]c2=O)nn1-c1ccc(Cl)cc1	0	-4	2	-8	10	-0.4	-24	1.1	0.1	0.9
C[C@H](CO)N1C[C@H](C)[C@@H](CN(C)C(=O)Nc2cc(F)ccc2F)Oc2ncc(-c3cccc(F)c3)cc2C1=O	-4	·	·	6	·	2.7&0.3&-0.2	8	·	0.1	1.1
CC(C)CC1COC(=O)N1 (stereo not drawn)	-2	-14	3	7	24	0.8	5	0.3	0.0	4.5
CCCS(=O)(=O)N1CCC(C(=O)NCCCN2CCCC2=O)CC1	-4	-22	-2	2	0	·	0	0.1	-0.5	-1.4
CCOc1ccc(NC(=O)CS(=O)CC(=O)Nc2cccnc2)cc1 (stereo not drawn)	8	-5	2	5	24	1.6	2	-1.3	0.1	0.1
CCOC(=O)c1c(C)n(C)c2cc(-c3ccc(C)cc3)c(O)cc12	-2	4	-1	-2	-1	0.1	-1	-1.7	-0.4	-0.5
Cc1nc(-c2nc(C(=O)NNS(C)(=O)=O)cs2)cs1	11	-6	1	3	13	-0.3	-4	-0.3	?	i
C=CCNC(=S)NCC=C	-4	-13	-2	4	7	1.0	-5	0.0	0.1	-0.7

This is a subset (hit frequency here may not be typical).
